Screens (PubChem)
OX1R antag-1: blocks the human orexin 1 receptor. AID 485270. inhibition, % at 6.6 µM. 330,000 compounds, 1.8% hits. OX1R-expressing cells, FRET antagonist read-out; in the data active = inhibition mostly above about 38%, no sharp cut-off; inactive = mostly below about 40%;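 also: 0% = agonist challenge alone and 100% = reference antagonist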
Target sequence (O43613 whole entry, looked up): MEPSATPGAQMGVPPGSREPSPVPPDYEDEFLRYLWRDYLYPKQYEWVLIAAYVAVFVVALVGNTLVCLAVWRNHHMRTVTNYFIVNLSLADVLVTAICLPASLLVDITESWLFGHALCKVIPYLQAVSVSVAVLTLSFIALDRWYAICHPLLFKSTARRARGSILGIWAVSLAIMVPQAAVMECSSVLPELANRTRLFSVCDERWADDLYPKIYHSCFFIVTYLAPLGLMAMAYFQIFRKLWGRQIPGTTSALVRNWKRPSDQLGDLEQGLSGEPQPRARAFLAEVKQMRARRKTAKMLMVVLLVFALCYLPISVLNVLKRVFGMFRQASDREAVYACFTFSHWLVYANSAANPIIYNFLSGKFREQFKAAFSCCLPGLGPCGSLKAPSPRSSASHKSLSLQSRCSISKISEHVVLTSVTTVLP
OX1R antag-2: blocks the human orexin 1 receptor; O43613; inhibition, % at 5 µM; 330,000 compounds, 0.43% hits; AID 434989; CHO/OX1R cells, Fluo-8 calcium fluorescence, orexin A;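 active = inhibition above its plate's threshold, mean inhibition of all tested compounds on the plate plus 3 SD, cut at about 37% in these data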;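 also: 0% = orexin A challenge wells and 100% = SB-334867-A antagonist wells; not every result past the cut was called active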
CHT allo act: allosteric activators of human choline transporter CHT. CHT-expressing cells, membrane potential dye, choline EC20; hits give high values; LV-AA mutant CHT in HEK293 cells. B-score at 10 µM. 310,000 compounds, 0.49% hits. AID 488977;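 active = initial fluorescence not abnormally high and integrated response B-score, plate-corrected, over 3 SD above library mean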
Target sequence (Q9GZV3 whole entry, looked up): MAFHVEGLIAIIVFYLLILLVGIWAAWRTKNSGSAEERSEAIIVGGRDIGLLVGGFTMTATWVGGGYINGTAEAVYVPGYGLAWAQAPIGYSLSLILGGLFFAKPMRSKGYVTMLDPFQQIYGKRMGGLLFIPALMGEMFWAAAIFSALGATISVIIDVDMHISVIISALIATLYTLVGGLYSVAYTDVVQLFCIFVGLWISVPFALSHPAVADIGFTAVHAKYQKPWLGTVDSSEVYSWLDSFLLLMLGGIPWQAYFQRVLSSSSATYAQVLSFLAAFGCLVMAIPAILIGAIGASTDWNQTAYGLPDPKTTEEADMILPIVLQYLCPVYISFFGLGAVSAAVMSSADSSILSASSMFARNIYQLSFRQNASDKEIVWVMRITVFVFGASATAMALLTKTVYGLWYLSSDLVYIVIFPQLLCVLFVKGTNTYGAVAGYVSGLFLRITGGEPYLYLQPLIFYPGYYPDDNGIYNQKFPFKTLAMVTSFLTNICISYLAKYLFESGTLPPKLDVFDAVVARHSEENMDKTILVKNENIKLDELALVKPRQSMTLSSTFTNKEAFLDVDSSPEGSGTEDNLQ
Starred values were filed as active, the others as inactive; i = inactive; nt = no result given. Compounds as they come. Share with any hit: about 2.5%.

SMILES | OX1R antag-1 | OX1R antag-2 | CHT allo act
O=C(NCc1ccco1)C1CC(c2cc(C(F)(F)F)cc(C(F)(F)F)c2)=NO1 (stereo unspecified) | 7 | -27 | i
Cc1cc(C)n2nc(SCC(=O)N3CCOCC3)nc2n1 | 0 | -1 | nt
COc1ccc(N(C(=O)CCC(=O)Nc2cc(C)on2)C(C(=O)NC2CCCC2)c2ccco2)cc1 (stereo unspecified) | 12 | -59 | i
COc1ccc(C(C)=O)cc1CN1C(=O)NC(CC(C)C)C1=O (stereo unspecified) | 12 | -17 | i
CCOC(=O)c1cnc(SCC(=O)OC)nc1N | 0 | -12 | i
COc1cccc(CNC(=O)c2ccccc2SCC(=O)N2CCCC2)c1 | 16 | -30 | i
Nn1cc(-c2ccccc2)nc1SCC(=O)NCC1CCCO1 (stereo unspecified) | 28 | -15 | i
CCC(=O)N1CCN(c2cc(N3CCN(C)CC3)c(F)cc2[N+](=O)[O-])CC1 | 64 | -11 | 8*
Cc1ccc(C2/C(=C(\O)c3ccc4c(c3)OCCO4)C(=O)C(=O)N2Cc2cccnc2)cc1 (stereo unspecified) | 19 | -6 | i
COc1cccc(CN(CC(=O)NCc2ccccc2)S(=O)(=O)CCl)c1 | 7 | -26 | nt
CCc1ccc(NC(=O)Cn2c(=O)c3cccn3c3ccccc32)cc1 | 41 | 1 | i
CN(CCCCCCN(C)Cc1ccccc1O)Cc1ccccc1O | 1 | -2 | i
COc1ccccc1CC(=O)N1CCN(c2ccccc2F)CC1 | -1 | -33 | i
CC[C@H](C)[C@H](NC(=O)[C@H](Cc1ccc(O)cc1)NC(=O)[C@@H](N)C(C)C)C(=O)N[C@@H](Cc1cnc[nH]1)C(=O)N1CCC[C@H]1C(=O)N[C@@H](Cc1ccccc1)C(=O)O | 22 | 4 | i
Cc1ccc(OC(=O)CCC(=O)Nc2ccc(S(=O)(=O)Nc3cc(C)on3)cc2)cc1 | 14 | 0 | i
O=C(CN1C(=O)CCC1=O)Nc1ccc2c3c(cccc13)CC2 | 25 | -10 | i
Cc1ccc(S(=O)(=O)N2CCN(C(=O)CN3C(=O)c4ccc([N+](=O)[O-])cc4C3=O)CC2)cc1C | 5 | -9 | nt
Cc1ccc(-c2nn(-c3ccccc3)cc2NC(=O)CCl)cc1 | 6 | -21 | i
COc1ccc(NS(=O)(=O)c2cccc(C(=O)NCCc3ccc(S(N)(=O)=O)cc3)c2)cc1 | 2 | -5 | nt
CCc1nc(SCC(=O)NNC(=O)c2ccc(OC)cc2)c2ccccc2n1 | 15 | -30 | i

As a working copy, some entries already given:
SMILES | OX1R antag-1 | OX1R antag-2 | CHT allo act
O=C(NCc1ccco1)C1CC(c2cc(C(F)(F)F)cc(C(F)(F)F)c2)=NO1 (stereo unspecified) | 7 | -27 | i
Cc1cc(C)n2nc(SCC(=O)N3CCOCC3)nc2n1 | 0 | -1 | nt
COc1ccc(N(C(=O)CCC(=O)Nc2cc(C)on2)C(C(=O)NC2CCCC2)c2ccco2)cc1 (stereo unspecified) | 12 | -59 | i
COc1ccc(C(C)=O)cc1CN1C(=O)NC(CC(C)C)C1=O (stereo unspecified) | 12 | -17 | i
CCOC(=O)c1cnc(SCC(=O)OC)nc1N | 0 | -12 | i
COc1cccc(CNC(=O)c2ccccc2SCC(=O)N2CCCC2)c1 | 16 | -30 | i
Nn1cc(-c2ccccc2)nc1SCC(=O)NCC1CCCO1 (stereo unspecified) | 28 | -15 | i
CCC(=O)N1CCN(c2cc(N3CCN(C)CC3)c(F)cc2[N+](=O)[O-])CC1 | 64 | -11 | 8*
Cc1ccc(C2/C(=C(\O)c3ccc4c(c3)OCCO4)C(=O)C(=O)N2Cc2cccnc2)cc1 (stereo unspecified) | 19 | -6 | i
COc1cccc(CN(CC(=O)NCc2ccccc2)S(=O)(=O)CCl)c1 | 7 | -26 | nt
CCc1ccc(NC(=O)Cn2c(=O)c3cccn3c3ccccc32)cc1 | 41 | 1 | i
CN(CCCCCCN(C)Cc1ccccc1O)Cc1ccccc1O | 1 | -2 | i
COc1ccccc1CC(=O)N1CCN(c2ccccc2F)CC1 | -1 | -33 | i
CC[C@H](C)[C@H](NC(=O)[C@H](Cc1ccc(O)cc1)NC(=O)[C@@H](N)C(C)C)C(=O)N[C@@H](Cc1cnc[nH]1)C(=O)N1CCC[C@H]1C(=O)N[C@@H](Cc1ccccc1)C(=O)O | 22 | 4 | i
Cc1ccc(OC(=O)CCC(=O)Nc2ccc(S(=O)(=O)Nc3cc(C)on3)cc2)cc1 | 14 | 0 | i
O=C(CN1C(=O)CCC1=O)Nc1ccc2c3c(cccc13)CC2 | 25 | -10 | i
Cc1ccc(S(=O)(=O)N2CCN(C(=O)CN3C(=O)c4ccc([N+](=O)[O-])cc4C3=O)CC2)cc1C | 5 | -9 | nt
Cc1ccc(-c2nn(-c3ccccc3)cc2NC(=O)CCl)cc1 | 6 | -21 | i
COc1ccc(NS(=O)(=O)c2cccc(C(=O)NCCc3ccc(S(N)(=O)=O)cc3)c2)cc1 | 2 | -5 | nt
CCc1nc(SCC(=O)NNC(=O)c2ccc(OC)cc2)c2ccccc2n1 | 15 | -30 | i

Other entries.
SMILES | OX1R antag-1 | OX1R antag-2 | CHT allo act
O=C(Nc1ccccc1Cl)c1ccc2nsnc2c1 | 37 | -30 | i
O=C(CSc1nnc2ccc(-c3ccccn3)nn12)Nc1ccccc1F | 10 | -8 | i
C/C(=N\NC(=O)c1c(Cl)cnn1C)c1cccc(NC(=O)COc2ccccc2)c1 | 16 | -31 | i
O=C(C[C@@H]1C/C=C\CCCC(=O)OC[C@@H](c2ccccc2)NC1=O)NCCO | 7 | 19 | nt
C[C@H](CO)N1C[C@H](C)[C@@H](CN(C)S(C)(=O)=O)Oc2ccc(NC(=O)c3ccncc3)cc2C1=O | 3 | -5 | nt
O=[N+]([O-])c1ccc(Oc2cccnc2)nc1 | 12 | -1 | i
CCCCn1c(NC(=O)c2ccccc2)nc2ccccc21 | 12 | -46 | i
COc1cccc(Oc2ccc(S(=O)(=O)N3CCCC3)cc2[N+](=O)[O-])c1 | 36 | 3 | i
O=C(NNc1ccc(Cl)cc1)c1c(F)cccc1Cl | 5 | -17 | i
COc1ccc(N2CCN(C(=O)CSc3nnc(-c4ccco4)n3C)CC2)cc1 | 1 | -28 | i
COCC(=O)Nc1cc(C)cn(Cc2ccc(F)cc2)c1=O | 34 | -1 | i
Cc1cc(C)c(C)c(S(=O)(=O)NC(C(=O)O)C(C)C)c1C (stereo unspecified) | 12 | -9 | i
O=C1CSC(=S)N1Cc1cccnc1 | 15 | -10 | i
O=C(COc1cc2oc(=O)c3c(c2cc1Cl)CCC3)Nc1ccccn1 | 18 | -3 | i
Cc1ccc(-n2nnnc2SCC(=O)N2CCN(C(=O)c3ccco3)CC2)c(C)c1 | 12 | -21 | i
S=C(NC1CC1)N1CCN(c2ccc(Cl)cc2)CC1 | 30 | -13 | i
Cn1cc(Br)c(C(=O)NNC(=O)c2cccc(Br)c2)n1 | 11 | -3 | i
O=C(Nc1ccccc1)N1CCN(c2ccc(C(F)(F)F)cn2)CC1 | 6 | 2 | i
NS(=O)(=O)c1cccc(NC(=O)c2cc(-c3cccs3)nc3ccccc23)c1 | 17 | -5 | i
Cc1ccc(C(=O)NC(=S)N2CCCCCC2)cc1 | 3 | -5 | nt

Two entries from above, with tabs:
compound	OX1R antag-1	OX1R antag-2	CHT allo act
O=C1CSC(=S)N1Cc1cccnc1	15	-10	i
O=C(COc1cc2oc(=O)c3c(c2cc1Cl)CCC3)Nc1ccccn1	18	-3	i

(next part)
SMILES | OX1R antag-1 | OX1R antag-2 | CHT allo act
COC(=O)c1ccccc1NC(=O)CN(c1c(C)cccc1C)S(C)(=O)=O | 23 | -4 | i
COc1ccc(NC(=O)/C(=C\c2cc(OC)c(OC)cc2[N+](=O)[O-])NC(=O)c2ccccc2)cc1 | 25 | -28 | i
CCOC(=O)c1cnc(-n2nc(C)cc2C)nc1NNc1cc(C)nc(-c2ccccc2)n1 | 8 | -34 | i
O=C(OCC(=O)N(C1CCCCC1)C1CCCCC1)c1ccc(Cl)nc1 | -2 | -14 | nt
COCCn1c(C)cc(C(=O)COC(=O)/C=C/c2c(C)nn(C3CCS(=O)(=O)C3)c2Cl)c1C (stereo unspecified) | 19 | -22 | i
O=C(COc1ccccc1Cl)Nc1cccnc1 | 11 | 0 | i
Cc1cc(NCc2cccnc2)nc(N)n1 | 13 | -7 | i
CSc1ccccc1NC(=O)CN(c1ccccc1)S(=O)(=O)N(C)C | 22 | -2 | i
COc1ccccc1/C=C/C(=O)OCC(=O)Nc1ccc(Cl)cn1 | 23 | -49 | i
COc1ccccc1C(=O)NCC(=O)OC(C)C(=O)N(C)C1CCCCC1 (stereo unspecified) | 9 | -23 | nt
Cc1cccc(Cl)c1NC(=S)NN | -2 | -5 | i
CC(C)(CNC(=O)c1cccc(S(=O)(=O)NCc2ccccc2)c1)N1CCOCC1 | 20 | -6 | i
CCN(C[C@H]1N[C@@](CC)(C(=O)OC)[C@H]2C(=O)N(C)C(=O)[C@@H]12)C(=O)Nc1ccc(OC)cc1 | 0 | -2 | nt
CCC(C)Sc1ccc(-c2nc3ccc(Cl)cn3c2NCc2ccccc2)cc1 (stereo unspecified) | 17 | 1 | nt
CC12CCC(=O)N1C(C(=O)N1CCN(c3cccc(Cl)c3)CC1)CS2 (stereo unspecified) | 10 | -14 | nt
Cc1ccc[n+](-c2[nH]c(=O)sc2/C=N/NC(=O)c2ccccc2[O-])c1 | 62 | 3 | i
COc1cccc(C(=O)Nc2ccc3c(c2)C(=O)c2ccccc2C3=O)c1 | 21 | -2 | i
COCCN(C(=O)COC(=O)C(c1ccccc1)c1ccccc1)c1c(N)n(Cc2ccccc2)c(=O)[nH]c1=O | 11 | -21 | i
CCOC(=O)C1=C(C)N=C2SCCC(=O)N2[C@@H]1/C=C/c1ccccc1 | 22 | -33 | i
COc1cc2nc(SCC(=O)NCc3ccco3)n(Cc3ccc(Cl)cc3)c(=O)c2cc1OC | 12 | -22 | i
CCCc1nnc(SCC(=O)Nc2ccc(C(=O)OCC)cc2)o1 | 32 | -21 | i
COc1cc(C(=O)N/N=C/c2ccccn2)cc(OC)c1OC | 21 | -15 | i
Cc1nc2cc(-c3ccccc3)[nH]n2c(=O)c1C | 5 | -1 | i
Cc1ccc(S(=O)(=O)C(c2ccccc2)c2c(C)noc2C)cc1 (stereo unspecified) | 15 | -8 | i
Cc1cc2c(=O)n(C)c(SCC(=O)Nc3ccccc3)nc2s1 | 8 | -13 | i
O=C(CCN1C(=O)C2CCCCC2C1=O)Nc1nc(-c2ccccc2)cs1 (stereo unspecified) | 9 | -50 | i
O=C(N/N=C\c1ccc(Br)cc1)c1ccc(Cn2cccn2)o1 | 17 | -2 | i
CNS(=O)(=O)c1cccc(C(=O)OCc2cc(=O)n3cc(Br)ccc3n2)c1 | 58 | -33 | i
Cc1cnc(C(=O)OCC(=O)Nc2ccc(C)c(S(=O)(=O)N3CCOCC3)c2)cn1 | 4 | 2 | nt
COc1ccc(OCc2cc(=O)[nH]c3ccccc23)cc1 | 7 | -21 | i
CCOc1ccccc1N1CCN(C(=O)C2c3ccccc3Oc3ccccc32)CC1 | 27 | -20 | i
COc1cc(OC)c(C(=O)O/N=C(\N)c2ccccc2)cc1OC | 14 | -17 | i
CCOC(=O)C(C)Sc1nc(=O)n2ccccc2n1 (stereo unspecified) | 13 | -6 | i
O=C(c1ccco1)N1CCN(C(=O)c2sccc2-c2ccccc2)CC1 | 18 | -25 | i
O=C(O)c1ccccc1NS(=O)(=O)c1ccc2c3c(cccc13)C(=O)N2 | 15 | -8 | i
O=C(O)c1cc2nc(C3CC3)cc(C(F)(F)F)n2n1 | 17 | -10 | i
C1CCC(n2nnnc2CN2CCN(C3CCCC3)CC2)CC1 | 16 | -10 | i
CCc1ccccc1NC(=O)C1CCCN(S(=O)(=O)c2c(C)noc2C)C1 (stereo unspecified) | 14 | -11 | i
CCCCCC(=O)N/N=C(\C)c1ccc(NC(=O)c2ccco2)cc1 | 18 | -26 | i
CC1CN(S(=O)(=O)c2cccc(C(=O)NCCC3=CCCCC3)c2)CC(C)O1 (stereo unspecified) | 9 | -33 | i
COC(=O)c1cccc(N2C(=O)c3ccccc3S2(=O)=O)c1 | 10 | 2 | i
Cc1cc(=O)oc2c3c(cc(OCC(=O)NCC4CCC(C(=O)O)CC4)c12)OC(C)(C)CC3 (stereo unspecified) | 14 | -21 | i
O=C(/C=C/c1c(Cl)nc2ccccn12)N1CCN(c2ccccc2F)CC1 | 19 | -24 | i
Cc1ccc(C(C(=O)NC(C)(C)C)N(CC2CCCO2)C(=O)CCC(=O)Nc2ccccn2)cc1 (stereo unspecified) | 31 | -22 | i
CCOC(=O)N1CCN(C(=O)c2cc3sccc3n2C)CC1 | 16 | -9 | i
Cc1cccc(CN2CCC(C(=O)Nc3cccc(-c4cccc(F)c4)c3)CC2)n1 | 7 | -2 | i
COC(=O)C(CC(C)C)NC(=O)c1cc(OC)c(OC)c(OC)c1 (stereo unspecified) | 24 | -30 | i
Cc1ccc2c(C(=O)CN3CCN(C4CCCCC4)CC3)c(C)[nH]c2c1 | 10 | -14 | i
CCc1ccc(N2C(=O)CC(N3CCC(C(=O)OC)CC3)C2=O)cc1 (stereo unspecified) | 18 | -19 | i
O=C(CN=C1NC(=O)C(c2ccccc2)(c2ccccc2)N1)NCc1ccc(F)cc1 | 53 | 2 | i
